Screening results as filed in PubChem BioAssay.
CHO-K1 Ca PAM: nonselective calcium activators in parental CHO-K1 cells, primary screen, counter-screen for M1 PAM project, cell-based, Fluo-8 calcium fluorescence, full deck, 1536-well; ATP EC20; 0% at ATP EC20, 100% at ATP max; activation, % at 3 µM; actives 0.02% (n = 360,000);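 active = activation above the run cutoff, the mean activation of all test compounds plus 3 SD, cut at about 40% in these data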;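 also: peak over basal fluorescence ratio in a 140 s read after ATP addition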
CRFR2-BP antag: antagonists of CRF-BP/CRF-R2 complex, primary screen, cell-based, HEK293, calcium dye fluorescence, uHTS; CRF-induced calcium fluorescence; inhibition, % at 11.8 µM; actives 0.59% (n = 350,000); AID 588475, 2011;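 active = inhibition of the ligand-induced calcium signal above about 50% at the single tested concentration, limit read from the data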
M5 ag: human M5 muscarinic receptor agonists, primary screen, CHO-K1 cells, Fluo-8 calcium fluorescence | Muscarinic acetylcholine receptor M5 (Homo sapiens), P08912 | CHO-K1 hM5 cells; 0% DMSO wells, 100% maximal acetylcholine response | activation, % at 3 µM | actives 0.19% (n = 360,000);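 active = activation above the run's mean over test compounds plus 3 SD, cut at about 23% in these data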;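 also: signal is peak over basal fluorescence ratio across the kinetic read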
Target sequence (P08912 whole entry, looked up): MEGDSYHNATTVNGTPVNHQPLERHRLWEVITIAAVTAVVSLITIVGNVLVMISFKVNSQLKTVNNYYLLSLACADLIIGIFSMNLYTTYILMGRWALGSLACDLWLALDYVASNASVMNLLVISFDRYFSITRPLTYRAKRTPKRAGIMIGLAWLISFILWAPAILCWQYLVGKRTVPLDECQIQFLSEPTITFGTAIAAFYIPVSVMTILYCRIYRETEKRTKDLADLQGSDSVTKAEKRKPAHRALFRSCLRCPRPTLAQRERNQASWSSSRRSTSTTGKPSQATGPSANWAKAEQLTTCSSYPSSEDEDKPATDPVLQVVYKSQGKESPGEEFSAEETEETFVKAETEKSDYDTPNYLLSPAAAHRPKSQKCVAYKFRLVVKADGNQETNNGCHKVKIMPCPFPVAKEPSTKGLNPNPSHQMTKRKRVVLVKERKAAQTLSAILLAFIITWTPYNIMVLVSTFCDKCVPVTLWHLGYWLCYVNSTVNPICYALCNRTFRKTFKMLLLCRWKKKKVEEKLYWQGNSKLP
CRFBP-R2 agonist: agonists of CRF-BP/CRF-R2 complex, primary screen, cell-based, HEK293, calcium dye fluorescence, uHTS; CRF-binding protein / CRF receptor 2 complex (human); calcium dye fluorescence (FLIPR); percent of saturating CRF peptide response; activation, % at 13.2 µM; actives 0.46% (n = 350,000);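 active = activation of at least 50%, plus an integration ratio under a set limit after plate pattern correction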;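 also: plate controls were neutral control wells without compound for no effect and CRF at EC100 for full effect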
M5 PAM: human M5 muscarinic receptor positive allosteric modulators, primary screen, CHO-K1 cells, Fluo-8 calcium fluorescence | AID 624038, 2012 | CHO-K1 hM5, ACh EC20 PAM; 0% = ACh EC20, 100% = ACh EC100 | activation, % at 3 µM | actives 0.3% (n = 360,000);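 active = activation above the run cutoff, the mean activation of all test compounds plus 3 SD, cut at about 18% in these data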
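system = human M5 receptor in CHO-K1 cells | reagent = EC20 acetylcholine as agonist stimulus | compound dosing = single-point, 3 µM nominal | incubation = Fluo-8 loading 80 min at 37 °C plus 30 min room temperature | detection = Fluo-8 calcium dye fluorescence, kinetic read | benchmarks = low control EC20 acetylcholine (0%), high control EC100 acetylcholine (100%)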
TAAR1 agonist: human TAAR1 agonists, primary screen, Fluo-8 calcium fluorescence, CHO RD-HGA16 cells; Trace amine-associated receptor 1 (Homo sapiens), Q96RJ0; vehicle wells 0%, saturating PEA agonist 100%; activation, % at 3 µM; actives 0.99% (n = 360,000); AID 624467, 2012;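 active = activation above the mean activation of all test compounds in the run plus 3 SD, cut at about 38% in these data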
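Assay system – CHO-derived RD-HGA16 cells with stable Gα16 and human TAAR1 · Compound dosing – one-point dosing at 3 µM (nominal) · Incubation – 17-24 h seeding, 75 min 37 °C dye, 30 min RT · Measured by – kinetic Fluo-8 calcium fluorescence · Control set – DMSO vehicle as 0%, PEA at EC100 as 100% · Repeats – single well for each compound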
CHRM5 antagonist: human M5 muscarinic receptor antagonists, primary screen, CHO cells, Fluo-8 calcium fluorescence; AID 624040, 2012; actives 0.59% (n = 360,000); CHO-hM5 cells, ACh EC80; inhibition, % at 3 µM;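 active = inhibition above a per-plate cutoff, the mean of that plate's test compounds plus 3 SD, cut at about 27% in these data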;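 also: 0% = acetylcholine EC80 with DMSO and 100% = DMSO without agonist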
TAAR1 antag: human TAAR1 antagonists, primary screen, Fluo-8 calcium fluorescence, CHO RD-HGA16 cells; Trace amine-associated receptor 1 (Homo sapiens), Q96RJ0; antagonist; inhibition, % at 3 µM; actives 1.5% (n = 360,000); AID 624466, 2012;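 active = inhibition above a per-plate cutoff, the mean inhibition of test compounds on that plate plus 3 SD, cut at about 49% in these data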;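 also: 0% = DMSO plus EC80 beta-PEA response and 100% = DMSO alone without agonist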
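Assay system: RD-HGA16 CHO cells with stable hTAAR1 and Gα16 / Reagent: EC80 β-phenethylamine stimulus / Doses: 3 µM, single point / Timing: dye loading 75 min at 37 °C, then 30 min room temperature / Measured by: Fluo-8 intracellular calcium dye fluorescence, real-time kinetic reads / Controls: vehicle wells and EC80 agonist wells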
CHRM4 PAM: human M4 muscarinic receptor positive allosteric modulators, primary screen, CHO-K1 cells, Fluo-8 calcium fluorescence. actives 0.4% (n = 360,000). AID 624126, 2012. CHO-K1 hM4/Gqi5, ACh EC20; 0% = ACh EC20, 100% = maximal ACh. Muscarinic acetylcholine receptor M4 (Homo sapiens), P08173. activation, % at 3 µM;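 active = activation above its plate's cutoff, the mean activation of sample wells plus 3 SD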; also: some results filed as inactive read as strong as hits
Target sequence (P08173 whole entry, looked up): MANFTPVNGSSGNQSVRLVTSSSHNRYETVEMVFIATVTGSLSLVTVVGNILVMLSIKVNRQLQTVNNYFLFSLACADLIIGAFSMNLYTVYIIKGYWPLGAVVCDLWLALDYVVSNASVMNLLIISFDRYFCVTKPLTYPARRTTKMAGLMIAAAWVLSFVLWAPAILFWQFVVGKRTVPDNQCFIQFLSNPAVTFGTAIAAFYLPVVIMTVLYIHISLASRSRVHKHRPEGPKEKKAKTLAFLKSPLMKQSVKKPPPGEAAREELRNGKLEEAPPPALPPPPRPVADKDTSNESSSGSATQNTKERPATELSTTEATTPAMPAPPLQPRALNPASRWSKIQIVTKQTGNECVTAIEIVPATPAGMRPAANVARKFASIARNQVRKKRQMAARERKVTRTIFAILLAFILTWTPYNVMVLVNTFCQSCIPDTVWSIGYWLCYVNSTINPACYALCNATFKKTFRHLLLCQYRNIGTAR
The depositor's hits bear a star; nt = not tested or not shown. No enrichment for hits; about 4.2% have a hit in one of these screens.

Sequence of screens – CHO-K1 Ca PAM	CRFR2-BP antag	M5 ag	CRFBP-R2 agonist	M5 PAM	TAAR1 agonist	CHRM5 antagonist	TAAR1 antag	CHRM4 PAM
> O=C(NCCN1CCOCC1)C(=O)NCC1OCCN1S(=O)(=O)c1ccc(Br)cc1 (stereo not drawn)
 : 2.8	-22.6	-1.0	-0.7	0.8	2.4	2.3	-29.9	-3.8
> CCN(CC)C(=O)CN1C(=O)c2cccc3cccc(c23)C1=O
 : -12.2	32.1	0.4	-1.7	4.4	4.7	-1.6	-4.2	-5.7
> Cn1cc(Cl)c(C(=O)OCC(=O)c2ccccc2)n1
 : 11.8	3.5	1.1	-0.4	2.6	-2.0	4.7	2.5	-7.0
> COc1ccc(CCN(C)C(=O)CN2C(=O)NC3(CCCCC3C)C2=O)cc1OC (stereo not drawn)
 : 2.0	1.6	-0.1	-2.6	1.8	2.0	5.9	-25.4	0.5
> CC(C)(C)NCCCCOc1ccccc1F
 : 20.3	-4.1	-4.8	2.2	-2.4	7.1	-2.0	-16.1	4.0
> CNC(=O)COc1coc(CN2CCN(c3cccc(Cl)c3)CC2)cc1=O
 : 15.2	1.4	-6.2	-0.9	-5.9	1.0	19.5	5.5	5.6
> Cc1ccc(NC2c3ncccc3C(=O)N2C2CCCCC2)cc1 (stereo not drawn)
 : 17.5	-5.0	-1.7	-1.5	-8.0	1.7	9.4	-12.2	0.4
> O=C(Nc1ccc(OC(F)F)c(Cl)c1)C(c1ccccc1)c1ccccc1
 : 11.0	1.8	-4.1	2.8	-10.9	1.9	7.6	27.5	-15.5
> N/C(COc1cc(Cl)cc(Cl)c1)=N\O
 : 12.6	-3.9	-3.6	0.3	3.7	1.2	10.6	-1.1	-1.9
> COC(=O)C(C(=O)OC)c1ncccc1NS(=O)(=O)c1ccc(C)cc1
 : nt	nt	-0.1	nt	17.8	0.3	-10.9	-3.1	13.8
> COc1cc(/C=C/C(=O)OCC(=O)Nc2ccc(S(=O)(=O)N3CCCC3)cc2)ccc1O
 : 13.4	-19.3	5.3	-1.4	2.9	7.5	-4.5	14.4	4.7
> Cc1ccc(C)c(N2C(=O)CC(Cc3ccc(Cl)cc3)C2=O)c1 (stereo not drawn)
 : -17.9	13.4	-4.2	0.9	-2.0	0.1	10.2	-8.8	0.1
> CC(C)c1ccc(S(=O)(=O)N2CCN(C(=O)n3ccnc3)CC2)cc1
 : 12.7	-9.1	3.6	0.3	-6.2	10.9	6.5	14.4	10.8
> CCCNC(=O)N(C)C[C@H]1Oc2ncc(Br)cc2C(=O)N([C@H](C)CO)C[C@H]1C
 : 12.7	4.6	0.6	-0.8	2.3	3.8	-4.2	-18.4	-0.5
> Cc1ccc(S(=O)(=O)c2c(N)n(CC3CCOC3)c3nc4ccccc4nc23)cc1 (stereo not drawn)
 : -6.7	8.3	2.9	-2.5	1.9	18.3	0.5	-9.4	0.4

Compounds listed so far with a Cl atom:
Sequence of screens – CHO-K1 Ca PAM	CRFR2-BP antag	M5 ag	CRFBP-R2 agonist	M5 PAM	TAAR1 agonist	CHRM5 antagonist	TAAR1 antag	CHRM4 PAM
> Cn1cc(Cl)c(C(=O)OCC(=O)c2ccccc2)n1
 : 11.8	3.5	1.1	-0.4	2.6	-2.0	4.7	2.5	-7.0
> CNC(=O)COc1coc(CN2CCN(c3cccc(Cl)c3)CC2)cc1=O
 : 15.2	1.4	-6.2	-0.9	-5.9	1.0	19.5	5.5	5.6
> O=C(Nc1ccc(OC(F)F)c(Cl)c1)C(c1ccccc1)c1ccccc1
 : 11.0	1.8	-4.1	2.8	-10.9	1.9	7.6	27.5	-15.5
> N/C(COc1cc(Cl)cc(Cl)c1)=N\O
 : 12.6	-3.9	-3.6	0.3	3.7	1.2	10.6	-1.1	-1.9
> Cc1ccc(C)c(N2C(=O)CC(Cc3ccc(Cl)cc3)C2=O)c1 (stereo not drawn)
 : -17.9	13.4	-4.2	0.9	-2.0	0.1	10.2	-8.8	0.1

Additional compounds.
Sequence of screens – CHO-K1 Ca PAM	CRFR2-BP antag	M5 ag	CRFBP-R2 agonist	M5 PAM	TAAR1 agonist	CHRM5 antagonist	TAAR1 antag	CHRM4 PAM
> COc1ccc(-n2cc(-c3ccccc3)c3c(NN4CCOCC4)ncnc32)cc1
 : 6.3	13.0	4.5	-0.8	-6.3	15.3	16.4	56.3*	-11.5
> COc1ccccc1CNC(=O)CSc1ncc(C(=O)Nc2ccccc2)c(=O)n1C
 : -3.6	7.8	3.4	0.0	4.6	0.1	3.9	-2.1	1.4
> CCc1cc(Br)ccc1N1C(=O)C2CC=CCC2C1=O (stereo not drawn)
 : 18.6	3.5	-1.2	0.0	0.6	-0.6	-1.8	-21.2	2.3
> O=C(Cc1ccccc1)NNc1ccc2ccccc2c1
 : 12.1	9.7	-2.8	-0.4	-0.7	5.3	8.1	-0.8	2.2
> CN(CC1CCOCC1)C(=O)CC1C(=O)NCCN1Cc1ccc(-c2ccccc2)cc1 (stereo not drawn)
 : 2.9	-2.1	2.2	-0.3	7.6	3.1	2.6	-4.4	-5.8
> O=C(/C=C(\O)c1ccccc1)C(=O)NNC(=O)c1ccccc1
 : -7.1	11.4	-3.9	-3.4	-4.3	1.9	9.0	-11.4	1.8
> COc1ccc(NC(=O)CSc2n[nH]c(-c3ccco3)n2)cc1
 : 12.9	1.1	-2.8	-1.3	7.1	1.1	-4.6	-5.3	15.4
> COC(=O)CSc1nnc(CNC(=O)c2ccc(S(=O)(=O)N(C)C)cc2)n1C
 : 8.8	-13.2	0.4	-0.2	1.4	7.5	-2.6	3.1	5.8
> c1ccc2c(Oc3ccc4c(c3)OCO4)nncc2c1
 : 0.8	-3.2	-3.6	1.2	1.6	10.7	1.0	-2.0	3.5
> CCC1CCCCN1CCCNC(=O)CCCOc1cc(=O)n(C)c2ccccc12 (stereo not drawn)
 : 19.9	6.9	-9.8	-2.8	-18.7	4.9	13.4	-19.3	-13.7
> Cc1cc(S(=O)(=O)N2CCN(c3ccccn3)CC2)ccc1F
 : 12.5	11.3	-22.3	0.8	-21.7	3.3	21.9	9.5	-7.9
> CSCC[C@H](NC(=O)C1CCN(S(=O)(=O)c2ccc(C)cc2)CC1)C(=O)NCC1CCCO1 (stereo partly drawn)
 : 16.0	7.9	-3.4	-0.1	4.6	4.0	-0.8	5.8	-6.5
> O=C(CCc1ccccc1)NNC(=O)Nc1cccc(Cl)c1
 : 14.1	14.9	-3.6	-0.5	-1.6	2.0	3.8	-17.3	0.8
> COc1cc2sc3ccc(-c4ccc5[nH]ccc5c4)cc3c(=O)c2cc1OC
 : -3.4	-1.7	1.6	-0.7	-2.1	2.3	-5.3	40.7	-1.2
> CCS(=O)(=O)N1CCN(c2ccccc2F)CC1
 : 18.1	-2.9	-5.5	-0.3	-2.7	1.6	1.3	4.8	6.0
> C/C(=N/NC(=O)c1ccc(C)s1)c1cccc(NC(=O)COc2ccc(Cl)cc2C)c1
 : 0.1	-18.1	-2.9	7.0	3.7	5.9	-4.9	2.5	2.7
> CCC(c1nnnn1-c1ccc2c(c1)OCCO2)N1CCN(c2ccccn2)CC1 (stereo not drawn)
 : -1.2	nt	4.8	nt	-9.6	1.9	0.1	11.2	-1.8
> Cc1ccc(NC(=O)c2cc(=O)c3ccccc3o2)cc1S(=O)(=O)N1CCOCC1
 : 7.0	-1.1	1.9	-1.4	-6.6	7.3	8.1	-9.4	-19.9
> CCc1cc(-c2n[nH]c(=S)n2Cc2ccccc2)cs1
 : 2.6	3.7	-5.8	-3.8	-2.1	0.4	0.2	-12.0	0.1
> Cc1ccc(/C=C2\SC(=S)N(CCC(=O)NNC(=O)c3cccc(O)c3)C2=O)cc1
 : 15.2	2.5	2.9	-0.3	-5.2	-0.1	8.6	10.7	-2.4
> CN1CCN(S(=O)(=O)c2cccc(C(=O)NCc3ccccc3Cl)c2)CC1
 : 1.0	9.9	0.1	-0.9	7.7	1.6	5.7	-6.0	1.6
> CCC(NC(=O)NCc1ccccc1)(C(F)(F)F)C(F)(F)F
 : 13.6	-6.5	-4.8	-3.3	-1.3	2.0	-8.9	-9.4	-3.7
> C=CCn1c(=O)c2c(nc3n2CCS3)n(C)c1=O
 : 3.1	-7.8	3.0	0.9	-3.6	5.6	3.5	1.5	0.2
> COC(=O)C1=Cc2cc(OC)cc([N+](=O)[O-])c2OC1N1CCOCC1 (stereo not drawn)
 : 12.6	5.0	6.1	-1.7	4.5	0.6	-1.4	-14.5	-2.1
> C[C@@]12C(=O)Nc3ccc(Br)cc3C(=O)N1[C@H]1c3cc(Br)ccc3OC[C@@H]1[C@@H]2c1ccccc1
 : -4.4	8.0	0.1	4.1	-1.4	4.9	16.2	-0.8	6.8
> CCN(C(=O)COC(=O)c1cc2ccccc2cc1OC)c1c(N)n(Cc2ccccc2)c(=O)[nH]c1=O
 : -7.0	-8.6	-1.1	0.5	1.0	5.8	11.2	2.9	22.2*
> CC1CC(OCC(O)CN2CCN(Cc3ccccc3)CC2)CC(C)(C)C1 (stereo not drawn)
 : -4.8	-0.5	-4.0	1.5	2.5	14.3	11.1	-9.3	-8.7
> O=C(C1CCN(S(=O)(=O)c2cccc3cccnc23)CC1)N1CCCC1
 : 1.0	-0.5	2.8	0.8	-9.4	2.3	0.5	1.3	-4.5
> Cc1nc(C(F)(F)F)c(C(=O)NC(=O)Nc2ccc(OC(F)(F)F)cc2)s1
 : -6.7	-5.2	0.2	0.1	-5.6	8.7	5.7	14.3	-7.5
> Cc1cccc(Oc2nc(-c3cccc([N+](=O)[O-])c3)nc3ccccc23)c1C
 : 1.2	-3.6	-0.2	-0.2	3.1	6.1	4.1	1.6	1.9
> O=C1N/C(=N\N=C\c2cccs2)SC1Cc1ccc(Cl)cc1 (stereo not drawn)
 : -5.9	12.9	0.8	-2.7	-5.8	5.2	6.6	10.6	-5.4
> FC(F)(F)c1nnc(-c2ccccc2)nc1Sc1ccc(Cl)cc1
 : -1.2	-8.8	-0.8	3.0	-4.2	6.2	5.3	2.9	-6.4
> CCCNC(=O)NC(=O)COc1ccc(-c2ccc(C#N)cc2)cc1
 : 17.6	23.9	-0.9	3.4	1.2	2.5	4.9	-20.3	6.8
> CCc1ccc(NC(=O)C2=CC(c3ccc(OC)cc3)=NS(=O)(=O)N2C)cc1
 : 8.0	-17.3	2.6	2.0	-9.3	1.6	1.7	0.3	-4.0
